# Screening data deposited in PubChem by PCMD.
# FXIa inh: inhibitors of human coagulation factor XIa; P03951; purified human FXIa, fluorogenic AMC substrate cleavage; inhibition, % at 10 µM; actives 0.3% (n = 33,000);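 active = inhibition above 40% in the primary screen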;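 also: 0% = enzyme without compound and 100% = blank wells lacking enzyme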
# FXIIa inh: inhibitors of human coagulation factor XIIa. P00748. purified human FXIIa, AMC substrate fluorescence, 2 h. inhibition, % at 10 µM. actives 0.2% (n = 33,000). AID 701; in the data active = inhibition above about 30%;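 also: 0% = enzyme with vehicle only and 100% = no enzyme blank; many of its hits are not listed in these tables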
# Target sequence (P00748 20-372 limits assumed): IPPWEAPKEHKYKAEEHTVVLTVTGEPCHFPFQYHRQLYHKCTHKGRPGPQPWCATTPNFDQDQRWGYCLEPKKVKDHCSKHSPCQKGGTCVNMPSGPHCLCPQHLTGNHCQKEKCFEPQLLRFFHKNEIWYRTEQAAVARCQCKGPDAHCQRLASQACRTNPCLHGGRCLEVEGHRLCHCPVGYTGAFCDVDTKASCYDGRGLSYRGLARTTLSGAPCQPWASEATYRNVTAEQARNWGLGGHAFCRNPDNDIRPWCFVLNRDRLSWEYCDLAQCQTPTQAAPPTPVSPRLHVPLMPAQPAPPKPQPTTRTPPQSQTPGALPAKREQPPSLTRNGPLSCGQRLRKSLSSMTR
# Target sequence (P00748 373-615 limits assumed): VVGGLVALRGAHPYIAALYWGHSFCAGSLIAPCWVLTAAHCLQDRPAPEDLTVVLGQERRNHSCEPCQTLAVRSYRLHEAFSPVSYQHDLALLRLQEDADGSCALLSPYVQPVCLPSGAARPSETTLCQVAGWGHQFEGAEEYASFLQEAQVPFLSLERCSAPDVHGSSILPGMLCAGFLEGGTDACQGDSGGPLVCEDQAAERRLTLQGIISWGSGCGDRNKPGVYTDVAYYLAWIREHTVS
# * = called active by the depositor. Not all compounds are listed, so the mix of outcomes need not match the whole.
nr	SMILES	FXIa inh	FXIIa inh
1	CC(C)SCc1nc2ccccc2[nH]1	5.0	9.7
2	CC(=O)Nc1ccc2c(c1)nc(CN1CCCC1)n2C	6.5	2.4
3	CN(C)C(=O)Nc1ccc(F)cc1F	0.7	-3.9
4	O=C(CN1CCC(n2nnc3cc(C(F)(F)F)ccc32)CC1)Nc1ccc2c(c1)OCCO2	-1.8	6.5
5	Cc1ncc(S(=O)(=O)c2ccccc2)c(-c2ccc(Cl)cc2Cl)n1	-5.2	1.8
6	COc1ccccc1N1CCN(C(=O)c2ccc(Cl)c(S(=O)(=O)NCc3ccco3)c2)CC1	-3.8	1.0
7	COc1ccc(NC(=O)CSc2ncccc2C(=O)OC(C)C)cc1OC	4.6	3.1
8	N#Cc1c(-c2ccc(Br)cc2)nc2n(c1=O)CCCS2	-7.0	-1.9
9	COc1cc2nc(N3CCN(C(=O)C4CCCO4)CC3)nc(N)c2cc1OC (stereo unspecified)	10.5	8.3
10	CC(C)(C)NC(=O)C(c1ccncc1)N(C(=O)c1csnn1)C1CC1 (stereo unspecified)	-1.5	3.9
11	CCNC(=O)N(C)c1nncnc1C(=O)NC	-14.9	-8.7
12	Cc1ccc(S(=O)(=O)C2CCOC2=O)cc1 (stereo unspecified)	-5.2	10.5
13	Cc1ccc(C2CC(=O)N3CN(c4ccc(Br)cc4)CSC3=C2C#N)o1 (stereo unspecified)	-1.4	5.6
14	O=C(O)CCSc1nc2ccccc2s1	3.5	9.5
15	Cc1ccc(CNC(=O)C(OC(=O)c2ccco2)C(C)C)cc1 (stereo unspecified)	6.5	6.0
16	CCCCNC(=O)CN(c1cccc(F)c1)S(C)(=O)=O	-0.6	8.3
17	C1CCCN(CCCCN2CCCCCC2)CC1	0.4	9.4
18	CCOC(=O)C1=C(C)NC(=O)C(C(N)=O)C12CCCC2 (stereo unspecified)	-2.2	6.9
19	Cc1ccc(-n2c3c(c(=O)[nH]c2=S)C(C(F)(F)F)(C(F)(F)F)NC(=O)N3)cc1	5.3	4.5
20	CC(=O)C1=C(C)NC(SCC(N)=O)=C(C#N)C1c1cccs1 (stereo unspecified)	-0.1	8.4

# Six entries out of the list above, ordered by the value under FXIa inh, ascending.
nr	SMILES	FXIa inh	FXIIa inh
16	CCCCNC(=O)CN(c1cccc(F)c1)S(C)(=O)=O	-0.6	8.3
20	CC(=O)C1=C(C)NC(SCC(N)=O)=C(C#N)C1c1cccs1 (stereo unspecified)	-0.1	8.4
17	C1CCCN(CCCCN2CCCCCC2)CC1	0.4	9.4
14	O=C(O)CCSc1nc2ccccc2s1	3.5	9.5
19	Cc1ccc(-n2c3c(c(=O)[nH]c2=S)C(C(F)(F)F)(C(F)(F)F)NC(=O)N3)cc1	5.3	4.5
15	Cc1ccc(CNC(=O)C(OC(=O)c2ccco2)C(C)C)cc1 (stereo unspecified)	6.5	6.0

# (cont.)
nr	SMILES	FXIa inh	FXIIa inh
21	COc1ccc(C(C#N)N2N=C(C)CC2(C)C)cc1OC (stereo unspecified)	-2.6	9.3
22	OC(Cn1ccnc1)c1ccc(Cl)cc1Cl (stereo unspecified)	-0.3	5.5
23	Cc1ccc(C)c(NC(=O)CS(=O)(=O)c2c[nH]c3ccccc23)c1	-6.5	5.3
24	Cc1cc(C2C(C#N)=C(N)OC3=C2C(=O)CC(C)(C)C3)c(C)s1 (stereo unspecified)	-0.7	3.7
25	Cc1cc(C)cc(NC(=O)CCNS(=O)(=O)c2ccc3c(c2)oc(=O)n3C)c1	0.0	11.0
26	Cc1ccc(NC(=O)CN2C(=O)S/C(=C\c3ccc(-c4cccc(C(=O)O)c4C)o3)C2=O)cc1	16.1	9.9
27	COc1ccc(CNC(=S)Nc2cccc(C)c2C)cc1	-0.5	6.8
28	CCOC(=O)CC(=O)CSc1[nH]c(=O)cc(C)c1C#N	5.1	3.4
29	CC(=O)Nc1ccc(NC(=O)CSCCc2ccccn2)cc1	4.4	6.3
30	O=C(O)c1ccc(-c2ccccc2Cl)o1	8.9	4.1
31	CC1(C)Oc2nc3ccccc3n2/C1=C\C#N	-3.4	2.4
32	CCCNC(=O)C1CCN(S(=O)(=O)c2c(C)noc2/C=C\c2ccc(OC)cc2)CC1	4.0	3.7
33	CCN(CC)c1ncnc2c1[nH]c1ccccc12	-4.1	-1.2
34	COc1ccc(CN2CC(C(=O)NCCc3ccc(C)cc3)CC2=O)cc1 (stereo unspecified)	2.8	7.8
35	CC(=O)NCCCc1nc2ccccc2n1Cc1ccccc1C	-8.6	6.7
36	Nc1c(Br)cc(Br)c(N2CCCC2=O)c1Br	2.6	13.4
37	Cc1noc(C)c1S(=O)(=O)N1CCC(C(=O)N2CCN(C(=O)c3ccco3)CC2)CC1	-4.8	3.0
38	CCN(CC)S(=O)(=O)c1ccc(N2CCN(S(=O)(=O)c3ccc4c(c3)OCCO4)CC2)nc1	-0.7	-0.6
39	COc1ccccc1CNC(=O)C1CCCN(S(C)(=O)=O)C1 (stereo unspecified)	-10.3	-11.4
40	C1CCC(C23CC4CC(CC(C4)C2)C3)NC1 (stereo unspecified)	3.5	4.3
41	Cn1c(CNc2nc(-c3ccccc3)cs2)nnc1SCC(=O)N1CCc2ccccc21	2.9	6.5
42	COc1ccc(S(=O)(=O)N2N=C(C)Oc3ccccc3C2=O)cc1	28.8	-13.6
43	CN(C)c1cccc(NC2=CC(=[N+]3CCOCC3)CC(C)(C)C2)c1	11.8	5.8
44	Cc1cc(Cl)c(S(=O)(=O)N2CCN(c3ccccc3)CC2)cc1OCC(N)=O	5.1	7.2
45	O=C(CN1CCCC1)Nc1ccccc1Cl	5.0	3.8
46	O=C(COC(=O)c1cc([N+](=O)[O-])ccc1NCc1ccccc1)NC1CCCc2ccccc21 (stereo unspecified)	-6.8	8.4
47	O=C1c2ccsc2SCCN1Cc1ccc(Cl)cc1Cl	0.0	-0.2
48	Cc1cc(C)nc(NC(=O)c2c(-c3ccccc3Cl)noc2C)n1	1.3	10.2
49	COc1ccc2[nH]cc(CCN3C(=O)CCC3=O)c2c1	14.0	3.9
50	CCCc1nc2scc(-c3ccc(C)cc3)c2c(=O)n1N	-4.9	-2.5
51	CC(C)C(=O)Nc1cccc(C(=O)Nc2nnc(C(C)(C)C)s2)c1	0.1	6.2
52	COc1ccc2oc(C(F)(F)C(F)(F)F)cc(=O)c2c1	32.6	-12.6
53	O=C(Nc1nnc(-c2cccs2)o1)c1ccco1	3.4	4.7
54	CC(C)c1ccccc1OCC(=O)NCC(c1cccs1)N1CCOCC1 (stereo unspecified)	1.5	0.0
55	COC(=O)c1cc(NC(=O)c2cc(C)oc2C)cc(C(=O)OC)c1	1.8	7.2
56	CCOP(=O)(c1ccc(N(C)C)cc1)C(O)c1ccccc1 (stereo unspecified)	-5.0	5.5
57	O=C(CN1C(=O)CCS(=O)(=O)c2ccccc21)NCc1ccc(F)cc1	-1.0	4.6
58	Cc1cc(C)nc(SCC(=O)N/N=C/c2cccn2-c2cccc(C(F)(F)F)c2)n1	3.0	11.1
59	CCCn1nnc(NC(=O)Cc2ccccc2)n1	10.4	4.6
60	C=C(C)Cn1c(CCNC(=O)C(C)C)nc2ccccc21	0.0	3.8
61	COc1ccc(NC(=O)COC(=O)c2c(-c3ccccc3)noc2C)cc1	27.9	-12.4
62	Cc1ccnc(N/N=C/c2ccco2)n1	14.5	5.0
63	COCCn1c(SCc2nc(N)nc(Nc3ccccc3C)n2)nc2ccccc2c1=O	25.6	-15.0
64	COc1cccc(C(=O)Nc2nc(-c3ccc4c(c3)OCO4)cs2)c1	-2.5	3.9
65	COc1ccc(CCNc2ccncn2)cc1OC	0.0	-2.4
66	Cc1oc(-c2ccccc2)cc1C(=O)Nc1ccccc1	-5.2	2.1
67	Cc1cc(NC(=O)CN2CCOCC2)n(-c2nc3ccccc3s2)n1	-2.7	1.8
68	CN(C)C(=O)C1OC(C)(C)OC1C(=O)N(C)C (stereo unspecified)	-6.0	3.6
69	COc1ccc(CCNC(=O)c2cc(-c3ccc(C)cc3O)n[nH]2)cc1OC	-5.4	1.9
70	O=C(C1CCCN(S(=O)(=O)c2cccc3nonc23)C1)N1CCN(c2cccc(Cl)c2)CC1 (stereo unspecified)	-5.1	3.9

# The results go on:
nr	SMILES	FXIa inh	FXIIa inh
71	Cn1c2ccccc2c(=O)c2c(=O)n(C3CCCCC3)c(-c3cccs3)nc21	-7.2	10.4
72	O=S(=O)(c1ccccc1)N(CC(O)CN1CCCCC1)c1ccccc1 (stereo unspecified)	4.0	1.1
73	O=C(CSc1nc(-c2cccs2)cc(C(F)(F)F)n1)NCc1ccccc1	0.4	-1.4
74	COc1ccc(C(C(=O)NC2CCCCC2)N(CC2CCCO2)C(=O)C2COc3ccccc3O2)cc1OC (stereo unspecified)	6.2	1.5
75	CCOC(=O)N1CCN(C(=O)CCNS(=O)(=O)c2cc(Br)cnc2N)CC1	-4.3	8.7
76	O=C(Nc1ccc(S(=O)(=O)N2CCCCC2)cc1)c1ccccc1Cl	-4.3	14.1
77	COc1ccc(-c2nnc(SCC(=O)NCCc3ccccc3)o2)cc1	0.9	5.6
78	CCC(Cc1ccccc1)NC(=O)CN(C)S(=O)(=O)c1ccc2c(c1)c(=O)n(C)c(=O)n2C (stereo unspecified)	4.3	2.6
79	S=c1nccc(-c2cc(Cl)sc2Cl)[nH]1	3.1	3.0
80	CCn1cc(C(=O)O)c(=O)c2ccc(C)nc21	-0.7	7.3

# 3 compounds already listed, sorted by molar mass, ascending.
nr	SMILES	FXIa inh	FXIIa inh
72	O=S(=O)(c1ccccc1)N(CC(O)CN1CCCCC1)c1ccccc1 (stereo unspecified)	4.0	1.1
75	CCOC(=O)N1CCN(C(=O)CCNS(=O)(=O)c2cc(Br)cnc2N)CC1	-4.3	8.7
78	CCC(Cc1ccccc1)NC(=O)CN(C)S(=O)(=O)c1ccc2c(c1)c(=O)n(C)c(=O)n2C (stereo unspecified)	4.3	2.6

# (listing goes on)
nr	SMILES	FXIa inh	FXIIa inh
81	CC(C)NC(=O)C1CCCN(S(=O)(=O)c2cccs2)C1 (stereo unspecified)	-4.9	3.4
82	CC1CCN(S(=O)(=O)c2ccc(NC(=O)Cn3nnc(-c4ccccc4)n3)cc2)CC1	-6.2	-2.1
83	Cc1ccc(NC(=O)CS(=O)CC(=O)Nc2ccc3c(c2)OCO3)cc1Cl (stereo unspecified)	2.2	23.8
84	CC(=O)Oc1ccc(C(c2ccc(OC(C)=O)cc2)c2ccccn2)cc1	6.3	2.7
85	CCOC(=O)c1c(C2COc3ccccc3O2)csc1NC(=O)c1ccccc1 (stereo unspecified)	3.1	5.2
86	CCN(CC)CCCNC(=O)c1[nH]c(C)c(C(=O)NC2CCCCC2)c1C	-3.8	4.7
87	CC(=O)c1c(C)[nH]c(C(=O)Nc2ccc(C)c(C)c2)c1C	13.2	2.0
88	CCn1cc(Br)c(C(=O)Nc2ccc(Cl)cc2Cl)n1	5.3	5.6
89	Cc1ccc(N2CC(C(=O)NCc3cccnc3)CC2=O)cc1 (stereo unspecified)	-0.6	3.0
90	O=C(O)CCC(=O)Nc1ccc(C(=O)N2CCCCC2)cc1	-3.7	8.3

# Gathered by group, the compounds so far with a tert-butyl group.
nr	SMILES	FXIa inh	FXIIa inh
10	CC(C)(C)NC(=O)C(c1ccncc1)N(C(=O)c1csnn1)C1CC1 (stereo unspecified)	-1.5	3.9
51	CC(C)C(=O)Nc1cccc(C(=O)Nc2nnc(C(C)(C)C)s2)c1	0.1	6.2

# Further compounds follow.
nr	SMILES	FXIa inh	FXIIa inh
91	O=C(Nc1ccccc1C(=O)NCCc1ccccc1)c1ccco1	3.7	2.3
92	CNC(=O)COc1ncnc2sc(C)c(C)c12	34.2	-10.2
93	OC(C#Cc1ccccn1)c1cccs1 (stereo unspecified)	-6.0	7.1
94	Cc1ccccc1Oc1ccc(-c2nc(N)nc(N)n2)cc1	-3.3	1.3
95	Oc1ccc2oc3c(c2c1)CCCC3	-42.4	-10.5
96	O=C(O)CCSc1nnc(-c2ccc3c(c2)OCO3)o1	-6.6	5.1
97	CC(=O)OC(C(=O)N1CCN(c2ccccc2F)CC1)c1ccccc1 (stereo unspecified)	-5.5	4.5
98	CC(C)N(C(=O)C(=O)c1cccn1-c1ccccc1C#N)C(C)C	6.0	7.0
99	O=C(COC(=O)CNC(=O)c1ccco1)Nc1ccc(Cl)cn1	8.6	3.2
100	CCc1nnc(NC(=O)c2cc(S(=O)(=O)N3CCN(c4ccccc4)CC3)ccc2Cl)s1	5.7	5.1
101	COc1ccc(C)cc1NC(=O)Nn1cnnc1	6.1	3.5
102	CCOC(=O)c1cnn(Cc2ccccc2)c1N	-4.7	3.5
103	OC(c1ccccc1)c1nccn1Cc1ccccc1 (stereo unspecified)	-3.5	4.1
104	CN1C(=O)NC(NC(=O)c2cccs2)(C(F)(F)F)C1=O (stereo unspecified)	0.4	5.6
105	O=C1OCCC1Sc1nc2ccccc2n1Cc1ccccc1 (stereo unspecified)	6.1	-18.4
106	O=C(Nc1ccc2c(c1)OCCO2)C1CCN(S(=O)(=O)Cc2ccccc2)CC1	-0.5	5.6
107	Cn1c(CNC(=O)c2ccc(Cl)c(Cl)c2)nnc1SCC(=O)Nc1sc2c(c1C#N)CCCC2	1.4	1.6
108	CC1Cc2ccccc2N1Cc1nc2cc(C(F)(F)F)ccc2c(=O)[nH]1 (stereo unspecified)	-2.5	3.7
109	CCOc1ccc(NS(=O)(=O)c2ccc(NS(=O)(=O)c3ccc(SC)cc3)cc2)cc1	-4.8	-2.0
110	COc1nc(OCC#N)nc(N(C)C)n1	-2.9	2.9
111	CC(C)(C)NC(=O)C1CCN(C(=O)c2ccc(-c3ccccc3)cc2)CC1	1.7	2.1
112	CC(Sc1nnc(C(F)(F)F)n1C)C(=O)NC(N)=O (stereo unspecified)	-4.6	8.8
113	COc1cccc(C2CC(C(F)(F)F)n3ncc(C(=O)NC(C)(C)C)c3N2)c1 (stereo unspecified)	-1.2	8.2
114	Cn1nnc(NC(=O)c2ccc3ccccc3c2)n1	0.7	-11.8
115	O=C(Nc1ccc2c(c1)OCO2)c1cnn2cccnc12	0.6	3.7
116	CC1CCCC/C1=N\NS(=O)(=O)c1ccc(Br)cc1 (stereo unspecified)	5.8	0.5
117	COc1ccc(-n2nnnc2-c2cccnc2)cc1	1.2	5.5
118	COc1ccc2nc(NC(=O)C3COc4ccccc4O3)sc2c1 (stereo unspecified)	-17.1	-9.4
